TbREL1 inh – TbREL1 RNA ligase inhibitors, primary screen, biochemical, FRET fluorescence; 89,000 compounds, 0.49% hits; TbREL1 RNA ligation; AID 1117264, 2014; inhibition, % at 9.66 µM; RNA-editing ligase 1, mitochondrial (Trypanosoma brucei brucei), P86926;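 active = inhibition above the mean inhibition across all screened compounds plus 3 SD, cut at about 11% in these data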;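 also: 0% = plate median of test wells and 100% = NSC42067 control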
Target sequence (P86926 whole entry, looked up): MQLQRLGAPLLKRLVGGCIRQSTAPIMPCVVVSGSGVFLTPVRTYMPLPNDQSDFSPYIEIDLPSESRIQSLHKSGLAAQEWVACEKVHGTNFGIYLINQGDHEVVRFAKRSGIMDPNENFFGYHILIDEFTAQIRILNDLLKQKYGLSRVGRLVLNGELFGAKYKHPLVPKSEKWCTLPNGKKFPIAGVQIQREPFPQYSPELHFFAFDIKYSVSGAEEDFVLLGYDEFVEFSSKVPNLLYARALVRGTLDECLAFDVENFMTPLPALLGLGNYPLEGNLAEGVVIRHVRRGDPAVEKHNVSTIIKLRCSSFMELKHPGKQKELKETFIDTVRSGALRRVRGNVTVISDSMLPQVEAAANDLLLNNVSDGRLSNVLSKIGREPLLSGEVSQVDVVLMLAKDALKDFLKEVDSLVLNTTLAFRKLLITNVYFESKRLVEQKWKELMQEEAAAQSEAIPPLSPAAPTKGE
Active calls of the source: *.

TbREL1 inh	molecule
-1.9	O=C(CN(C(=O)CNC(=O)c1ccco1)c1ccc2c(c1)OCO2)NC1CCCCC1
-1.7	COCCNC(=O)c1cc2c(=O)n(C)c3ccccc3c2n1C
4.8	CCCN(C(=O)CSc1nnc(-c2ccoc2C)n1N)C1CCS(=O)(=O)C1 (stereo not drawn)
-1.6	CS(=O)(=O)c1ccc(C(=O)NNC(=O)c2cc(-c3ccccc3)n[nH]2)cc1
-1.4	CN1CCN(C(=O)C2=C[C@H](c3coc4ccccc4c3=O)C[C@H](OCCCCO)O2)CC1
8.1	Brc1cc2c(cc1CSc1ncccn1)OCO2
-3.6	O=C(Cn1nnc(-c2ccc(N3CCOCC3)cc2)n1)c1ccc(F)cc1
1.0	c1ccc(-c2cc(-c3nnc4sc(Cc5cccs5)nn34)[nH]n2)cc1
-1.9	CCCCOc1ncnc2c1[nH]c1ccc(C)cc12
0.3	Cc1cc(NC(=O)CSc2[nH]c(=O)cc(C(F)(F)F)c2C#N)no1
-0.3	CC1(C)NC(=O)N(CCC(=O)Nc2cc(C(F)(F)F)ccc2Cl)C1=O
-3.6	O=C(c1cc2cc(Br)ccc2o1)N1CCN(c2ccccc2)CC1
0.3	O=C1O[C@@H](c2ccccc2)C[C@@H](O)C(=O)CCc2ccccc21
-0.9	COc1ccc(NC(=O)CN2C(=O)NC(C)(c3ccccc3)C2=O)cc1Cl (stereo not drawn)
9.5	O=C(OCC#CCSc1nnc(-c2cccc3ccccc23)o1)c1ccc(Cl)cc1
2.5	O=C(CCC1COc2ccccc2O1)NCc1ccco1 (stereo not drawn)
3.8	COc1cccc(C(c2nnnn2-c2c(C)cccc2C)N2CCN(C/C=C/c3ccccc3)CC2)c1OC (stereo not drawn)
3.5	COc1ccc(S(=O)(=O)N2CC3C4C=CC(C4)C3C2)cc1 (stereo not drawn)
1.4	Cc1ccc(/C=C/C(=O)c2ccccc2)cc1
-2.6	COc1ccc(S(=O)(=O)N2CCCC(C(=O)NCCC3=CCCCC3)C2)cc1 (stereo not drawn)
-3.3	Cc1ccc(S(=O)(=O)N2CCN(C(=S)NCC3CCCO3)CC2)cc1 (stereo not drawn)
3.0	O=C(Nc1ccc(F)cc1)C(c1ccncc1)N1CCN(CC(=O)N2CCCC2)CC1 (stereo not drawn)
-0.2	COc1cccc(C(=O)N2CCN(C(=O)C3CCCO3)CC2)c1 (stereo not drawn)
-5.2	COCCCNC(=O)c1ccc2c(=O)n(C3CCCC3)c(=S)[nH]c2c1
2.1	O=C(CCn1nnc2ccccc21)Nc1nnc(Cc2ccc(F)cc2)s1
0.3	O=C(CSc1nc2ccccc2o1)NN=C/C=C\c1ccccc1[N+](=O)[O-]
-1.1	O=C(CN1C2CCCC1CC(NC(=O)c1ccccc1)C2)NC1CC1 (stereo not drawn)
0.2	O=C(CNC(=O)c1ccccc1)N/N=C/c1ccccc1Cl
1.9	O=C(O)CSc1cccc2cccc(C(=O)O)c12
0.0	Cc1noc(C)c1S(=O)(=O)N(C)C[C@@H]1OCc2cnnn2CCCC(=O)N([C@@H](C)CO)C[C@H]1C
-4.3	CCCCCCn1cc(CN2CC(N3CCN(Cc4ccccc4F)CC3)CS2(=O)=O)nn1 (stereo not drawn)
-0.5	CC1(C)Cc2c(C#N)c(N3CCN(C(=O)c4ccccc4)CC3)nc(-c3ccco3)c2CS1
4.2	Cn1c(=O)c2[nH]c(C3CC=CCC3)nc2n(C)c1=O (stereo not drawn)
-0.8	O=C(/C=C/c1cccc(F)c1)NNC(=O)c1ccncc1
-0.6	CC(C)(C)C(=O)Nc1ccc(S(=O)(=O)NC2=NCCCCC2)cc1
0.0	O=C(Nc1ccc(S(=O)(=O)NC2=NCCCCC2)cc1)c1ccc(=O)[nH]c1
2.5	Cc1cccc(C)c1-n1nnnc1C(c1ccnc2ccccc12)N(Cc1ccccc1)Cc1ccccc1 (stereo not drawn)
3.9	O=c1cc(O)n(-c2ccccc2)c(=S)[nH]1
-1.4	CCn1c(=O)c2sccc2n(CC(=O)NC2CCCC2)c1=O
-2.0	CN1C(=O)Cc2cc(S(=O)(=O)Nc3ccc(N4CCOCC4)cc3)ccc21
-3.6	Cc1ccc2sc(NC(=O)c3ccc(N4C(=O)CCC4=O)cc3)nc2c1C
-1.1	CC(C)C[C@@H](CO)N1CCN(Cc2ccc(O)cc2)CCC1=O
2.1	Cc1sc2ncnc(N3CCC(C(=O)Nc4nc(-c5ccc(F)cc5)cs4)CC3)c2c1C
-1.3	CN(C)c1ccc(Sc2nnc(NC(=O)Nc3ccc(Cl)cc3Cl)s2)cc1
0.1	O=C(Nc1c(-c2ccc(F)cc2)nc2ncccn12)C1CC1
-3.0	Cc1ccccc1C(=O)N(Cc1ccccn1)CC1CCCO1 (stereo not drawn)
-3.7	CCOc1ccc(OCC)c(Nc2cc(C)nc3nc(C)nn23)c1
-0.4	COc1ccc([N+](=O)[O-])cc1N(CC(=O)NCCC1=CCCCC1)S(C)(=O)=O
2.1	COc1cc([N+](=O)[O-])c2nc(C(=O)O)ccc2c1
4.0	O=C(CCC(=O)OCC(=O)c1ccc(-c2ccccc2)cc1)Nc1cccc2cccnc12
2.0	O=C(COC(=O)C1C2CC3OC(=O)C1C3C2)Nc1ccccc1 (stereo not drawn)
6.2	COC(=O)n1ccc(C(=O)Nc2ccccc2F)n1
-0.5	Cc1ccc(CNc2oc(-c3cccs3)nc2C#N)cc1
-5.5	COC(=O)c1ccc(COc2ccccc2/C=N/NC(=O)c2cccnc2)cc1
0.6	C=CCN(c1ccccc1OC)S(=O)(=O)c1cccc(C(=O)OCC(=O)N2CCOCC2)c1
10.0	Cc1cnc(NC(=O)c2ccc3ncsc3c2)s1
-1.5	O=C(CSC1=NCCS1)Nc1nc2c(s1)CCCC2
3.3	O=C(NNC(=O)c1ccccc1C(=O)O)c1ccc(S(=O)(=O)N2CCCCC2)cc1
-2.7	CN1CCN(S(=O)(=O)c2ccc(Oc3cccc(C(F)(F)F)c3)nc2)CC1
2.8	Cc1ccc(S(=O)(=O)NCC(=O)N/N=C/c2ccc(Cl)cc2)cc1

Retrieved one by one from the list above, 2 records:
TbREL1 inh	molecule
-2.0	CN1C(=O)Cc2cc(S(=O)(=O)Nc3ccc(N4CCOCC4)cc3)ccc21
4.8	CCCN(C(=O)CSc1nnc(-c2ccoc2C)n1N)C1CCS(=O)(=O)C1 (stereo not drawn)

Later entries.
TbREL1 inh	molecule
0.2	CC(C)C[C@H]1COc2cc(N3CC[C@H](O)C3)ccc2S(=O)(=O)N1
3.6	COc1ccc(C(=O)OCC(=O)NC23CC4CC(CC(C4)C2)C3)c(OC)c1OC
-2.5	CCOC(=O)c1c(NC(=O)Cn2nc(C(=O)O)c3ccccc3c2=O)sc(C)c1C
0.7	O=C(CCl)NCc1cc(-c2ccc(Cl)cc2)no1
3.0	S=c1[nH]nc(Cn2nnc3ccccc32)n1-c1ccccc1
-1.6	O=C(NCc1cccc(F)c1F)C1CCC(=O)N(C2CCCCCC2)C1 (stereo not drawn)
0.2	CCN1C(=O)N[C@@H](CCc2ccccc2)[C@H](C(C)=O)[C@H]1C
1.2	Cc1ccc(-n2cc(C(=O)c3ccc(F)cc3)nn2)cc1Cl
2.1	COc1cccc(NS(=O)(=O)c2ccc(-c3coc(C)n3)cc2)c1
-0.4	Cc1nn(Cc2ccc(Cl)cc2)c(C)c1NC(=O)c1ccc([N+](=O)[O-])cc1
-2.3	CCCS(=O)(=O)NC(=O)C1(C)CCCN(C(=O)c2ccc(SC(F)(F)F)cc2)C1 (stereo not drawn)
5.8	CCN(C(=O)c1cccc(S(=O)(=O)N2CCCCC2)c1)C1CCS(=O)(=O)C1 (stereo not drawn)
0.3	Cc1ccc(NC(=O)CO/N=C(\N)c2nonc2N)cc1
-3.7	CC(NS(=O)(=O)c1cccc(C(=O)N(C)Cc2ccc(N3CCOCC3)cc2)c1)c1ccccc1 (stereo not drawn)
-1.8	O=C(CSc1nc2ccccc2c(=O)n1-c1ccccc1Cl)Nc1cccc(S(=O)(=O)N2CCOCC2)c1
-0.8	C=CCNC(=O)c1oc2ccc(S(=O)(=O)N(CC)CC)cc2c1C
2.5	CCCCN(CCCC)C(=S)NC(=O)c1ccccc1Cl
-2.5	O=C(COC(=O)C1CCN(S(=O)(=O)c2cccc3cccnc23)CC1)c1ccc([N+](=O)[O-])cc1
3.3	Cc1ccc(NC(=O)COC(=O)C2CCC(=O)N2)c([N+](=O)[O-])c1 (stereo not drawn)
-0.9	Cc1ccc(C(C)C)c(OCC(=O)Nn2c(C)nc3ccccc3c2=O)c1
-2.9	CCCn1c(N2CCN(Cc3cccc(C)c3)CC2)nc2c1c(=O)[nH]c(=O)n2C
0.4	Cc1nn(Cc2ccc(Cl)cc2Cl)c(C)c1NC(=O)c1ccc(COc2cc(Cl)ccc2Cl)o1
2.7	CCN1CC(O)=C(c2nc3ccccc3s2)C1=N
-4.5	COc1ccc(/C=N/NS(=O)(=O)c2ccccc2)cc1OS(=O)(=O)c1ccc(C)cc1
2.7	O=C(COC(=O)c1ccccc1Br)NCc1ccccc1
0.6	COc1ccccc1S(=O)(=O)Cc1ccc(C(=O)N2CCN(c3ccccc3)CC2)o1
-1.4	Cn1c(-c2ccc(Br)cc2)cnc1NCc1cccnc1
-0.2	Cc1c(/C=C/C(=O)c2ccc(O)cc2)cnn1C
1.8	CCC1SC2=NC(C)=C(C(=O)OC)C(c3cccs3)N2C1=O (stereo not drawn)
0.3	COc1cccc(N(CC(=O)NCCSc2ccccn2)S(C)(=O)=O)c1
-0.4	Cc1ccccc1S(=O)(=O)NC(=O)C1(C)CCN1C(=O)C1(c2ccccc2)CC1 (stereo not drawn)
-0.6	CC1CCCC(C)N1C(=O)CSc1nc(N)cc(N)n1 (stereo not drawn)
5.8	COc1ccc2nc(NC(=O)C(NS(=O)(=O)c3cccc4nsnc34)C(C)C)sc2c1 (stereo not drawn)
-3.1	CC(C)(C)OC(=O)C[C@@H]1C/C=C\C[C@@H](CC(=O)N(CCO)Cc2ccccc2)C(=O)N[C@H](Cc2ccccc2)COC1=O
-1.2	CCn1cc(C(=O)N2CCCC2)c(=O)c2cc(S(=O)(=O)N(C)C)ccc21
1.0	O=C(COC(=O)CC1CC2CCC1C2)Nc1ccc(Cl)c(S(=O)(=O)N2CCOCC2)c1 (stereo not drawn)
6.0	Cc1ccc(N2CN(Cc3cccnc3)CNC2=S)c(C)c1
-2.6	COc1ccccc1C1CCN(C(=O)c2cccs2)CC1
1.2	Cc1nc2ccc(S(=O)(=O)N(C)CC(=O)NCCc3ccccc3)cc2s1
-0.9	O=C(CN(c1cccc(C(F)(F)F)c1)S(=O)(=O)c1ccc(Cl)c([N+](=O)[O-])c1)NCc1ccccc1

Ordered by the number under TbREL1 inh (falling): some entries from above
TbREL1 inh	molecule
1.8	CCC1SC2=NC(C)=C(C(=O)OC)C(c3cccs3)N2C1=O (stereo not drawn)
0.6	COc1ccccc1S(=O)(=O)Cc1ccc(C(=O)N2CCN(c3ccccc3)CC2)o1
-2.7	CN1CCN(S(=O)(=O)c2ccc(Oc3cccc(C(F)(F)F)c3)nc2)CC1
-3.7	CC(NS(=O)(=O)c1cccc(C(=O)N(C)Cc2ccc(N3CCOCC3)cc2)c1)c1ccccc1 (stereo not drawn)

Continued.
TbREL1 inh	molecule
-1.7	Cc1cccc(NCc2nc3ccccc3n2Cc2ccccc2)c1
-1.1	Cc1ccc(C(C(=O)NC(C)(C)C)N(C(=O)CCC(=O)Nc2ccccn2)c2ccccc2F)cc1 (stereo not drawn)
4.7	COC(=O)c1cc2c(ccn2-c2ccc(F)cc2)n1C(C)C
1.5	CCOc1cccc(CNc2ccc(O)cc2)c1OCc1ccc(Cl)cc1Cl
7.5	C[C@H](CO)N1C[C@H](C)[C@@H](CN(C)S(=O)(=O)c2cn(C)cn2)Oc2ccc(NC(=O)Cn3cnnn3)cc2C1=O
2.2	O=c1c2ccccc2c(-c2ccc(F)cc2)nn1-c1ccc(C(F)(F)F)cc1
-1.5	Cn1nnnc1SCc1cc(=O)[nH]c2ccccc12
-8.3	Cc1ccc2[nH]c(C)c(CCNC(=O)c3cc4cc([N+](=O)[O-])ccc4oc3=O)c2c1
-2.2	Cc1ccccc1S(=O)(=O)Cc1ccc(C(=O)NCCN2CCN(Cc3ccccc3)CC2)o1
1.1	O=C(N/N=C/c1ccc2c(c1)OCO2)c1cc2ccccc2o1
4.1	CC(C)(C)NC(=O)C(c1cc2ccccc2o1)n1c(=O)c(-c2ccccc2)nc2ccccc21 (stereo not drawn)
3.5	CC(NC(=O)c1ccccc1)c1nnc(SCC(=O)Nc2nnc(C3CC3)s2)n1C (stereo not drawn)
5.4	CC12CC(NC(=O)N1c1cccc(C(=O)Nc3ncn[nH]3)c1)c1ccccc1O2 (stereo not drawn)
3.1	CC(C)(C)NC(=O)C(c1ccc(F)cc1)N(Cc1ccco1)C(=O)c1csnn1 (stereo not drawn)
6.7	O=C(CCn1cnc2ccccc2c1=O)Nc1ccc(Cl)c(Cl)c1
3.1	Cc1cc(C)cc(N(C(=O)Cc2cccs2)C(C(=O)NC2CCCCC2)c2ccccn2)c1 (stereo not drawn)
-3.9	COCCn1c(C)cc(C(=O)COC(=O)c2ccc(NC(=O)CC#N)cc2)c1C
-0.5	Cc1cccc2cc(CN(Cc3ccc(F)cc3)C(=O)C(F)(F)F)c3nnnn3c12
-5.6	CCN(CC)C(=O)CC(c1ccc(N(C)C)cc1)c1c(O)cc(OC)cc1OC (stereo not drawn)
-1.5	Cc1cccc(C(=O)N2CCN(CCNC(=O)C(=O)Nc3ccc(F)cc3)CC2)c1
-1.9	CCC(NC(=O)/C(=C\c1ccc2c(c1)OCO2)NC(C)=O)C(=O)O (stereo not drawn)
-3.8	Cc1ccccc1N(CC(=O)NCCSC1CCCCC1)S(=O)(=O)c1ccccc1
-1.6	CSCCC1NC(=O)N(CC(=O)Nc2c(Cl)cc(Cl)cc2Cl)C1=O (stereo not drawn)

In another format: 3 of the compounds above
Compound | TbREL1 inh
CCCCOc1ncnc2c1[nH]c1ccc(C)cc12 | -1.9
Cc1ccc(/C=C/C(=O)c2ccccc2)cc1 | 1.4
CC(C)(C)NC(=O)C(c1cc2ccccc2o1)n1c(=O)c(-c2ccccc2)nc2ccccc21 (stereo not drawn) | 4.1

Assay outcomes from PubChem BioAssay.

The list is partial. The share of hits here may be higher or lower than overall.
